STK33 inh: inhibitors of purified STK33 kinase, primary screen, biochemical, ADP-Glo luminescence, homogeneous, cell-free; Serine/threonine-protein kinase 33 (Homo sapiens), Q9BYT3; MBP phosphorylation; inhibition, % at 10 µM; 0.073% of 320,000 active; AID 2661, 2010;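 active = inhibition at or above 25%, using the most active replicate where run in duplicate; inactive = inhibition below 25%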
Target sequence (Q9BYT3 whole entry, looked up): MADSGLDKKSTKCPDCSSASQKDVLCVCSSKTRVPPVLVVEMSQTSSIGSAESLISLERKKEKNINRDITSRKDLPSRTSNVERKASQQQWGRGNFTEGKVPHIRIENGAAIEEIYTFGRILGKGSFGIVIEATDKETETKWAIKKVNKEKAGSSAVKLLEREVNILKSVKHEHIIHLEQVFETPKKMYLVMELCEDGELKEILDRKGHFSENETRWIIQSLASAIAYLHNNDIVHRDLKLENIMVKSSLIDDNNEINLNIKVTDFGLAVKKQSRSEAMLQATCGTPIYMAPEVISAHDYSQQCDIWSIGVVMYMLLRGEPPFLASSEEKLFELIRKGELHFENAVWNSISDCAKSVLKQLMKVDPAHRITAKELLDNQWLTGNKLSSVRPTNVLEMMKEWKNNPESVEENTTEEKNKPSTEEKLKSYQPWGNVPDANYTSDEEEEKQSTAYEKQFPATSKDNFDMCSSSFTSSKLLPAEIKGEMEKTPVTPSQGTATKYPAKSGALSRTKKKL
CHT inh: inhibitors of human choline transporter CHT; B-score at 10 µM; AID 488975, 2010; 0.86% of 310,000 active; High affinity choline transporter 1 (Homo sapiens), Q9GZV3; CHT-expressing cells, membrane potential dye, choline response; hits give low values;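 active = B-score over 3 SD under the library average, and starting fluorescence ratio not unusually high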;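 also: choline stimulus applied at its EC90 after an EC20 pre-addition; B-score computed on integrated fluorescence ratio after choline addition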
Target sequence (Q9GZV3 whole entry, looked up): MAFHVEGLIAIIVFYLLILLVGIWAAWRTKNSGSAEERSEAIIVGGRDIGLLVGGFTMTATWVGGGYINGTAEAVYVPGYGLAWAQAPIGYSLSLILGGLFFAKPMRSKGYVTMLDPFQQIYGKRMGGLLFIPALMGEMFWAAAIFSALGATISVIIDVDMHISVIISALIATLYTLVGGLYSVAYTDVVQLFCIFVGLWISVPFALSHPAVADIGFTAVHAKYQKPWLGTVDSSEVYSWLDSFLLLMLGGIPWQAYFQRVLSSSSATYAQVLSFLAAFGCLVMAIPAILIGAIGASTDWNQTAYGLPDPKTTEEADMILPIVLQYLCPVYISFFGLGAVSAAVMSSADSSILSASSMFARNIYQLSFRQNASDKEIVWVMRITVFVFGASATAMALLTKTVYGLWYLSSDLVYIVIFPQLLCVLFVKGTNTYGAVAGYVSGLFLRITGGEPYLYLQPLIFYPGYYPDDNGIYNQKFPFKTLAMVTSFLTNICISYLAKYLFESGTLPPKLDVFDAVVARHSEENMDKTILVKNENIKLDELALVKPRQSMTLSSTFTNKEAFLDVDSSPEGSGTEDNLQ
CHT allo act: CHT positive allosteric modulators, primary screen, cell-based, membrane potential dye, choline EC20; B-score at 10 µM; CHT-expressing cells; hits give high values; LV-AA mutant CHT in HEK293 cells; 0.49% of 310,000 active; High affinity choline transporter 1 (Homo sapiens), Q9GZV3; AID 488977, 2010;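 active = initial fluorescence not abnormally high and integrated response B-score, plate-corrected, over 3 SD above library mean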
* hit, by the source's call; i = inactive; . = not tested or not shown.

Values in the order – STK33 inh | CHT allo act | CHT inh
COC(=O)c1ccc(NC(=O)CNCc2ccncc2)cc1
 : -0.2 | i | i
O=C(Nc1ccc(Cl)cc1)N1CCOC12CCC1(CC2)OCCO1
 : -0.8 | i | i
COc1cccc(C(=O)Nc2cccc(NC(C)=O)c2)c1
 : 1.3 | i | i
O=C(C1CCCN(S(=O)(=O)c2cccc3nsnc23)C1)N1CCc2ccccc2C1 (stereo not given)
 : 0.1 | i | i
CCCOC(=O)Nc1c(C)cccc1C(C)C
 : -0.9 | i | i
CCCCc1cc(=O)oc2cc(OC(C)C(=O)NCC3CCC(C(=O)O)CC3)c(Cl)cc12 (stereo not given)
 : 1.0 | i | i
CN(C[C@H](Cc1ccccc1)N(CCN(CCc1ccccc1)N=O)N=O)N=O
 : -1.5 | i | i
COc1cc(/C=C/C(=O)O)cc(S(=O)(=O)NCc2ccc3c(c2)OCO3)c1OC
 : -0.8 | i | i
Cc1ccc(/C=C/C(=O)NCc2cccs2)cc1
 : 0.5 | i | i
CCSc1nnc(NC(=O)C2CCN(S(=O)(=O)c3cc(C(F)(F)F)ccc3Cl)CC2)s1
 : 0.5 | i | i
O=C(COc1ccc2ccccc2c1)NNC(=O)[C@@H]1CCCC[C@@H]1C(=O)O
 : -1.6 | i | i
COc1ccc(NC(=O)Cn2c(=O)c(C)nc3ccccc32)cc1Cl
 : 0.6 | i | i
Cc1ccc2c(c1)C(=O)C(=O)N2CCCOc1ccccc1
 : 0.3 | i | i
COc1cccc(NC(=O)Nc2nnc(-c3ccccc3SCc3ccccc3)s2)c1
 : -0.4 | i | i
O=C(c1nc2nc(-c3ccccc3)cc(C(F)(F)F)n2n1)N1CCOCC1
 : 1.3 | i | i
C/C(=N\NC(=O)c1nnn(-c2nonc2N)c1C)c1ccc(OCc2ccccc2)cc1
 : 0.7 | i | i
CC(=O)c1ccc(-c2ccc(C(=O)N3CCCc4ccccc43)o2)cc1
 : -0.7 | i | i
COCCN(C(=O)COC(=O)c1cccnc1Cl)c1c(N)n(Cc2ccccc2)c(=O)[nH]c1=O
 : . | i | i
COc1ccc(CCNC(=O)Cc2cc(=O)[nH]c(=O)[nH]2)cc1OC
 : -2.2 | i | i
CCCN1CCN(C2CCCCC2NS(=O)(=O)c2ccc(Cl)cc2)CC1 (stereo not given)
 : -9.6 | i | i
Cc1ccc(CNC(=O)CSc2nc3ccccc3c(=O)n2CCCO)cc1
 : -0.8 | i | i
Cn1nc(-c2ccc(Cl)cc2)cc1NC(=O)CC(C)(C)CC(=O)O
 : -1.8 | i | i
CCCc1cc(=O)[nH]c2nnc(SCC(=O)Nc3ccc4c(c3)OCCO4)n12
 : 1.7 | i | i
Cc1ccc(-n2nc3c(=O)n(C(C)C(=O)NCCC4=CCCCC4)nc(C)c3c2C)cc1 (stereo not given)
 : 0.1 | i | i
Cc1nn(CCc2nn[nH]n2)c2nc(-c3ccc(Br)cc3)cc(C(F)(F)F)c12
 : -1.3 | i | i
Cc1ccc(S(=O)(=O)N(C)C)cc1NC(=O)c1ccccc1Br
 : 0.9 | i | i
Cc1cccc(NC(=O)c2oc(=O)c3ccccc3c2-c2ccccc2)c1C
 : -1.2 | i | i
CCOC(=O)c1c(C)oc2ccc(O)cc12
 : 3.4 | i | i
CC(=O)c1cccc(Nc2nc(=O)c3cccnc3s2)c1
 : -0.8 | 7* | i
C=CCN=c1scc(-c2ccccc2)n1/N=C/c1ccccn1
 : 0.2 | i | i
O=C(Nc1ccccc1N1CCN(C(=O)c2ccc(Cl)cc2)CC1)c1ccc(Br)cc1
 : -0.6 | i | i
CC(C)N(Cc1ccccc1)C(=O)CSc1nccn1C
 : -2.7 | i | i
CC(C)(C)NC(=O)CCn1nc(-c2ccc(Cl)cc2)c2ccccc2c1=O
 : -1.5 | i | i
COc1ccc2c3c([nH]c2c1)C(C)N(C(C)=O)CC3 (stereo not given)
 : -0.6 | i | i
O=C(NC1=NCCS1)c1cccc(OC(F)F)c1
 : -0.5 | i | i
Cc1ccnc2nc(C(=O)OCC(=O)NC(=O)NCc3ccco3)nn12
 : -0.9 | i | i
N#Cc1c(-c2ccc3c(c2)OCO3)cc[nH]c1=O
 : -0.4 | i | i
COC(=O)C1=C(O)C(C(=O)OC)C(c2ccc(C)cc2)C(C#N)(C#N)C1c1ccc(C)cc1 (stereo not given)
 : 0.8 | i | i
CCCSc1nsc(NC(=O)Nc2ccc(F)cc2F)n1
 : -0.5 | i | i
C/C(=C\C(=O)OCCCCCCCCC(=O)O)C[C@@H]1OC[C@H](C[C@@H]2O[C@H]2[C@@H](C)[C@H](C)O)[C@@H](O)[C@H]1O
 : -0.4 | i | i
Nc1nonc1-n1nnc(C(=O)N/N=C/c2cccs2)c1CSc1ccccc1
 : -0.3 | i | i
COc1ccccc1N1CCN(Cc2cc(=O)c(OCC(=O)NC(C)C)co2)CC1
 : -0.3 | i | i
O=c1c2cc([N+](=O)[O-])ccc2nc2n1CCCC2
 : 1.2 | i | i
Cc1ccc(S(=O)(=O)NNC(=O)NC23CC4CC(CC(C4)C2)C3)cc1
 : -0.2 | i | i
O=C(Nc1cccc(-n2cnnn2)c1)C1CCCN(Cc2cccc(C(F)(F)F)c2)C1 (stereo not given)
 : 3.2 | i | i

Profiles from above.
`Cc1ccc(-n2nc3c(=O)n(C(C)C(=O)NCCC4=CCCCC4)nc(C)c3c2C)cc1` (stereo not given) is listed with STK33 inh = 0.1; CHT allo act = i; CHT inh = i
`Cc1cccc(NC(=O)c2oc(=O)c3ccccc3c2-c2ccccc2)c1C` is listed with STK33 inh = -1.2; CHT allo act = i; CHT inh = i

(list continues)
Values in the order – STK33 inh | CHT allo act | CHT inh
COCCCN(C(=O)c1cc2c(s1)CCC2)c1c(N)n(Cc2ccccc2)c(=O)[nH]c1=O
 : -0.8 | i | i
CCCCC1=CC2=CC(=O)C(C)(OC(=O)CC)C(=O)C2=CN1C1CCCCC1 (stereo not given)
 : -1.0 | i | i
O=C(Nc1ccc(S(=O)(=O)N2CCN(Cc3ccccc3)CC2)cc1)c1cnccn1
 : -1.6 | i | i
COc1nnc(-c2ccc(C)c(S(=O)(=O)N(C)C)c2)c2ccccc12
 : -1.3 | i | i
O=C(NCCCN1CCCC1)c1ccc(CS(=O)(=O)c2ccc(Br)cc2)o1
 : -0.9 | i | i
CCC1(C)Cc2ccccc2C(Nc2c(C)n(C)n(-c3ccccc3)c2=O)=N1 (stereo not given)
 : 0.2 | i | i
Oc1ccc(/C=N/Nc2nc(N3CCCC3)nc(N3CCCC3)n2)cc1O
 : 0.0 | i | i
CCCCC(=O)Nc1ccc2c(c1)nc(CCNC(=O)c1ccco1)n2C
 : -2.1 | i | i
CCn1nc(NC(=O)c2ccco2)c2cc3ccccc3nc21
 : 2.1 | i | i
O=C(O)c1cccnc1C(=O)c1ccccc1
 : -1.4 | i | i
CS(=O)(=O)N(CC(=O)N1CCCC1)Cc1ccc(Cl)cc1
 : -0.1 | i | i
CCOC(=O)c1cc(-c2ccccc2)sc1NC(=O)C(C)OC(=O)c1cccc(S(=O)(=O)N(C)C)c1 (stereo not given)
 : . | i | i
CCC(=O)N1CCc2cc(S(=O)(=O)CCC(=O)Nc3nc(C)cs3)ccc21
 : -1.9 | i | i
CS(=O)(=O)c1ccc(Cl)c(S(=O)(=O)NCc2ccccc2)c1
 : -3.2 | i | i
CN(CC(=O)Nc1ccccc1Cl)C(=O)COC(=O)Cc1c(F)cccc1Cl
 : -1.0 | i | i
CCN(CC)C(=O)CSc1nc(C)cc(C)c1C#N
 : -0.7 | i | i
C=CCOc1cccc(CNc2ccc3[nH]c(=O)[nH]c3c2)c1
 : 0.4 | i | i
Cc1ccc(NC(=S)N(CCN(C)C)C(C)c2ccco2)c(C)c1 (stereo not given)
 : 0.2 | i | i
O=C(NNc1cc(C(F)(F)F)ccc1Cl)c1ccc(=O)[nH]c1
 : -0.7 | i | i
Cc1ccc(N2C(SCC(=O)O)=NC(=Nc3cccc(C)c3)C23CCCC3)cc1
 : -0.5 | i | i
CCOC(=O)Cn1cc(C#N)c2cccc(CC)c21
 : 0.3 | i | i
CC(O)CN1C(=O)C(CC(=O)Nc2ccc(Cl)cc2)SC1=Nc1ccccc1 (stereo not given)
 : 0.0 | i | i
O=C(O)CSc1ccnc2cc(Cl)ccc12
 : 12 | i | i
O=C(Nc1ccccc1)Nc1scc2c1c(=O)oc1ccccc12
 : -0.8 | i | i
CCOc1ccc(C(=O)NCc2ccco2)cc1OC
 : -0.9 | i | i
COc1c(OC)c(O)c2c(=O)cc(-c3c(O)cccc3O)oc2c1OC
 : 5.6 | i | i
CC(C)OC(=O)/C(=C/c1cccnc1)NC(=O)c1ccccc1
 : -1.2 | i | i
COC(=O)c1ccc(C(=O)N2CCCC(CNC(=O)c3ccccc3Cl)C2)cc1 (stereo not given)
 : 4.0 | i | i
COc1ccccc1C(=O)Nc1cc2c(ccc3ccccc32)oc1=O
 : -2.3 | i | i
O=C1ON=C(c2ccccc2)/C1=C/c1ccc(O)c(O)c1
 : -0.7 | i | -6.8*
COc1cccc(NC(=O)COc2ccc(C(=O)N3CCN(C)CC3)cc2)c1
 : 0.7 | i | i
COc1cc(C2SCC(=O)N2c2c(C)n(C)n(-c3ccccc3)c2=O)ccc1O (stereo not given)
 : -1.0 | i | i
O=C(CCn1cccc1)Nc1ccccc1F
 : -0.3 | i | i
COC(=O)Nc1sc(C(=O)N(C)C)c(C)c1C(=O)OC
 : -0.2 | i | i
Cc1cccc(C)c1NC(=O)CSc1nnc(CCCCCNC(=O)OC(C)(C)C)o1
 : -0.8 | i | i
COc1ccccc1C(O)P(=O)(OC1CCCCC1)OC1CCCCC1 (stereo not given)
 : -0.2 | i | i
CCOc1cc([C@H]2[C@@H]3CCCC[C@]3(O)CCN2CC(=O)NCc2ccco2)ccc1O
 : 1.0 | i | i
Cc1ccccc1-c1ccc(Nc2ccc(C(=O)N3CCOCC3)cc2)nn1
 : 0.5 | i | i
Cc1cc(C)c2c(Cn3ccnc3)cc(=O)oc2c1
 : -0.7 | i | i
Cc1cc(NC(=O)CCC(=O)N(CC(=O)NC2CCCC2)c2ccc(Cl)cc2)no1
 : -2.0 | i | i
CC1CCCN(C(=O)Cc2ccc(F)cc2)C1 (stereo not given)
 : -1.8 | i | i
CC(C)c1ccc(S(=O)(=O)N2CCN(C(=O)CN3C(=O)NC4(CCCCC4)C3=O)CC2)cc1
 : -0.2 | i | i
CSCCc1nc(SCC(=O)Nc2nnc(C)s2)[nH]c1C
 : -1.2 | i | i
N#Cc1ccsc1NC(=O)CSc1nnnn1-c1ccc(O)cc1
 : -0.8 | i | i
CCO[C@@H]1OC(C(=O)N2CCN(Cc3ccccc3)CC2)=C[C@H](C2CC2)[C@H]1CCCO
 : 0.6 | i | i
CCn1c(SCC(N)=O)nnc1-c1ccc2c(c1)OCO2
 : -3.6 | i | i
Cc1cc(-c2ccc(C)c(S(=O)(=O)Nc3ccc(S(N)(=O)=O)cc3)c2)on1
 : -1.1 | i | i
COc1ccc2nc(NC(=O)C3CCN(S(=O)(=O)c4cccc5nsnc45)CC3)sc2c1
 : 0.4 | i | i
O=C(OCCN1CCOCC1)c1ccc(O)cc1
 : -0.5 | i | i
Cc1onc(-c2ccccc2)c1C(=O)NNC(=S)NC(=O)/C=C/c1ccccc1
 : -1.3 | i | i
O=C(c1ccco1)N1CCN(C(=O)c2cc3sccc3n2Cc2ccccc2)CC1
 : -0.7 | i | -5.9*
N#CC1=C(N)S[C@H](C(=O)C23CC4CC(CC(C4)C2)C3)[C@H]1c1ccncc1
 : 0.5 | i | i
COc1ccc2nc(Cl)c(/C=N/Nc3ccccn3)cc2c1
 : -1.8 | i | i
N/C(CC1CC1(Cl)Cl)=N\OC(=O)c1ccccc1 (stereo not given)
 : -4.1 | i | i
CCN1CCN(C(=O)/C=C/c2ccc(C)o2)CC1
 : -0.3 | i | i
CNC(=O)/C(C#N)=C/c1c(N2CCCCCC2)nc2c(C)cccn2c1=O
 : -0.5 | i | i
CCOC(=O)C(=O)N1c2ccccc2C(N(C(=O)C(=O)OCC)c2ccccc2)CC1C (stereo not given)
 : -0.8 | i | i
CCn1c(CNC(=O)c2cccc(C)c2)nnc1SCC(=O)Nc1cccc(OC)c1
 : -3.1 | i | i
CC(=O)c1ccc(N(CC(=O)NCc2ccc3c(c2)OCO3)C(=O)c2csnn2)cc1
 : 0.9 | i | i
COc1ccc2c(c1OC)C(=O)N1N=C(c3ccc(Cl)cc3)CC21 (stereo not given)
 : -0.4 | i | i

Taken from the results shown, 2 compounds:
Values in the order – STK33 inh | CHT allo act | CHT inh
CC(=O)c1ccc(N(CC(=O)NCc2ccc3c(c2)OCO3)C(=O)c2csnn2)cc1
 : 0.9 | i | i
COc1ccc2c(c1OC)C(=O)N1N=C(c3ccc(Cl)cc3)CC21 (stereo not given)
 : -0.4 | i | i

In the list so far, two have a tert-butyl group.
Values in the order – STK33 inh | CHT allo act | CHT inh
CC(C)(C)NC(=O)CCn1nc(-c2ccc(Cl)cc2)c2ccccc2c1=O
 : -1.5 | i | i
Cc1cccc(C)c1NC(=O)CSc1nnc(CCCCCNC(=O)OC(C)(C)C)o1
 : -0.8 | i | i

More records:
Values in the order – STK33 inh | CHT allo act | CHT inh
O=C(COc1ccc(C(=O)NCCc2ccccc2)cc1)Nc1ccccc1
 : -1.1 | i | i
N#Cc1cccc(C(=O)OCC(=O)NCc2ccco2)c1
 : -1.8 | i | i
COc1ccc(NC(=O)/C=C/c2ccccc2)c([N+](=O)[O-])c1
 : -1.0 | i | i
NC(=O)C1CCN(CCC(=O)Nc2cccc(Cl)c2)CC1
 : -0.9 | i | i

Compound activity (PubChem BioAssay)
